High-throughput results: PubChem, several laboratories
KCNK3 inh = human KCNK3 channel inhibition, primary screen | B-score at 10 µM | 340,000 compounds, 0.84% hits | CHO-KCNK3 thallium flux, FluxOR fluorescence; active compounds read low;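 active = B-score under library mean minus 4 SD, starting fluorescence ratio at most library mean plus 5 SD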;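 note: more negative B-score means stronger inhibition of thallium flux through KCNK3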
RGS4 pot = RGS4 potentiation or activation; HEK293 M3R/inducible RGS4, carbachol calcium flux Fluo4; active compounds read low; B-score at 10 µM; 310,000 compounds, 0.92% hits; AID 463111;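 active = B-score of the integrated calcium signal more than 4 SD below the library mean, with starting fluorescence not abnormally high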;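 note: negative B-score means reduced calcium response which marks RGS4 activation or potentiation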
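Assay system: HEK293 FlpIn-TREx cells, stable M3R, doxycycline-inducible RGS4 / Probe or stimulus: carbachol, ECmax concentration / Times: overnight RGS4 induction, 30 min dye load 37 °C, 20 min compound RT / Signal: kinetic calcium fluorescence imaging with Fluo4-AM dye, 2 µM / Measure: Agonist-evoked peak-minus-minimum fluorescence over baseline, integrated ratio, B score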
PolyA inhibitor = blocks polyadenylation in yeast reporter cells | calls only at 12 µM | S. cerevisiae SKY197-pL101 polyadenylation reporter, beta-gal luminescence; efflux-impaired pdr1/pdr3 knockout yeast; score 100 = 6 SD above DMSO | 300,000 compounds, 0.02% hits;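 active = lowest replicate activity score at least 50, where 100 means six control SD above control mean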;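 note: yeast exposed to compound for 9 h at 30 °C; higher score means more reporter readthrough which indicates perturbed polyadenylation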
KCNK9 block = human KCNK9 channel inhibition; Q9NPC2; HEK293 KCNK9, FluxOR thallium flux fluorescence; active compounds read low; B-score at 10 µM; 310,000 compounds, 1.2% hits; AID 488922;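 active = ratio B-score over 3 SD below the library mean, with starting fluorescence within 5 SD of its mean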;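 note: negative B-score means less thallium flux so channel inhibition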
KCNQ1 pot = human KCNQ1 channel potentiation or activation; AID 2648; CHO-K1 KCNQ1, thallium flux FluxOR fluorescence; active compounds read high; 310,000 compounds, 0.35% hits; B-score at 10 µM; P51787;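 active = fluorescence ratio B-score, a plate-corrected score, at least three library SD, with initial intensity B-score within 5 SD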
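Test system: CHO-K1 cells stably expressing KCNQ1 / Medium: assay buffer / Also added: depolarizing K+/Tl+ stimulus, K2SO4 and Tl2SO4 each 12.5 mM in 5x stock / Incubation: 90 min dye loading and 20 min compound exposure, both at room temperature / Signal: thallium influx via FluxOR fluorescence, kinetic imaging / Evaluation: B score of baseline-normalized fluorescence ratio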
KCNQ1 block = inhibitors of human KCNQ1 potassium channel; CHO-K1 KCNQ1, FluxOR thallium flux fluorescence; active compounds read high; B-score at 10 µM; 310,000 compounds, 1.3% hits; AID 2642;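 active = compounds whose thallium flux B-score, printed positive for inhibition, exceeds three library SD while starting fluorescence stays within three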;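 note: channel opened by potassium depolarization with thallium stimulus after 20 min compound exposure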
RGS4 block = human RGS4 inhibition; P49798; HEK293 M3R/RGS4 inducible, Fluo-4 calcium flux; active compounds read high; triggered by carbachol at its EC20; B-score at 10 µM; 310,000 compounds, 0.45% hits; AID 463165;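 active = B-score, a plate-corrected calcium signal, over three deviations above library mean, with baseline fluorescence within five deviations of library mean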;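 note: RGS4 expression induced by doxycycline in cells with stable M3 receptor; B-score is computed from the integrated fluorescence ratio over baseline after carbachol; higher B-score means a larger calcium signal and so more RGS4 inhibition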
hERG protect = hERG (human) protection from proarrhythmic block | 310,000 compounds, 0.51% hits | activation (rescue from dofetilide block), less the hit threshold, % at 10 µM | AID 1511 | CHO-hERG, FluxOR thallium flux, dofetilide IC70 present | Q12809;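 active = activation above the mean of controls blocked by dofetilide plus 5 SD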;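 note: thallium influx through hERG after potassium depolarization seen as dye fluorescence rise; in these data hits start at about 4.7%; inactives centre near -7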
Target sequence (Q12809 whole entry, looked up): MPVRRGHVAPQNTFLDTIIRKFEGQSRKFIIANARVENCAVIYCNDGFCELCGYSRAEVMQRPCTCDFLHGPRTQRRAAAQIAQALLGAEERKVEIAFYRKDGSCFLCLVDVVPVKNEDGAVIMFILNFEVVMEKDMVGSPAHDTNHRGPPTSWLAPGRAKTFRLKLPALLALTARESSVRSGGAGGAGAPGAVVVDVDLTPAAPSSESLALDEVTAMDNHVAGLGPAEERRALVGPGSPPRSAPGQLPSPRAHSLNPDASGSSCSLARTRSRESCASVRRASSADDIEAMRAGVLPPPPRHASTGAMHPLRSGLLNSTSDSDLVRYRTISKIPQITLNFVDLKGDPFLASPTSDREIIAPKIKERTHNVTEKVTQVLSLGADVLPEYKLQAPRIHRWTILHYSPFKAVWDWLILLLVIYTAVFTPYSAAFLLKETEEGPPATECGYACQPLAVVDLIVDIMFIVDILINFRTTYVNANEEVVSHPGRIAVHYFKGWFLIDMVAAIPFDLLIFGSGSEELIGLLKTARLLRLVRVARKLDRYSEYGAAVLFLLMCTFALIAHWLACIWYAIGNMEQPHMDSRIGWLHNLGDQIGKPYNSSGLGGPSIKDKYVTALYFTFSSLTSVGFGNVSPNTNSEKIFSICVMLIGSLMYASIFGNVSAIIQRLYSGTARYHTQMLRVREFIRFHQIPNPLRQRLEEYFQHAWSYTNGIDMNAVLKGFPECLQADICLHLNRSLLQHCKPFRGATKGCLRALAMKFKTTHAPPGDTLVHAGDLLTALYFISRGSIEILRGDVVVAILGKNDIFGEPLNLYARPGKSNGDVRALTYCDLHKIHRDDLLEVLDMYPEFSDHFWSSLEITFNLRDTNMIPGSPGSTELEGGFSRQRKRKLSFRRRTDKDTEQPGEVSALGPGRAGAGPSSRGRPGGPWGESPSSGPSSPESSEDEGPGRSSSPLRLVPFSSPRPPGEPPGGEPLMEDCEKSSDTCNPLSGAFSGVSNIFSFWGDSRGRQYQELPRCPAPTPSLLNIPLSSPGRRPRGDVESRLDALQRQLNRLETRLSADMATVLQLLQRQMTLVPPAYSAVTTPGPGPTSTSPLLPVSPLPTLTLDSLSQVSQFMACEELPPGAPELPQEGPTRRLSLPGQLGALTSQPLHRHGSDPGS
GSK3 alpha inh = inhibitors of human GSK-3 alpha kinase; ADP-Glo luminescence, 60 min; inhibition, % at 10 µM; 320,000 compounds, 0.1% hits;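 in the data active = inhibition above about 50%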;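 note: GST-tagged GSK-3 alpha with peptide substrate and 25 µM ATP; 0% = DMSO neutral wells and 100% = GW8510 positive control wells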
DYRK1A inh = Dyrk1A (rat) kinase inhibition; 310,000 compounds, 0.43% hits; inhibition, % at 12.5 µM; Q63470; AID 504441; ADP-Glo luminescence, NFATc1 peptide; in the data active = inhibition above about 50%;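 note: plate controls were vehicle with enzyme for no effect and no enzyme for full effect; many of its hits are not listed in these tables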
GSK3beta inhib = human GSK3beta kinase inhibition | P49841 | GST-GSK3beta kinase, ADP-Glo luminescence, 60 min; active compounds read low | activity score (negative = inhibition), % at 10 µM | 300,000 compounds, 0.038% hits;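 active = more than half of replicate wells score below -50%, meaning over 50% inhibition versus plate controls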;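 note: 0% = median DMSO wells and -100% = median GW8510 positive control wells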
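Test system: GST-tagged human GSK3beta kinase, cell-free; evaluation: activity score scaled between in-plate DMSO and GW8510 controls; measured by: ADP-Glo luminescence; incubation: 60 min reaction, RT; benchmarks: DMSO and 20 µM GW8510; reagent: peptide substrate plus 25 µM ATP (final); medium: Tris/MgCl2 kinase buffer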
The depositor's hits bear a star.

Cc1ccc(CSc2ncnc3ccccc23)cc1 was read as KCNK3 inh inactive, RGS4 pot inactive, PolyA inhibitor inactive, KCNK9 block inactive, KCNQ1 pot inactive, KCNQ1 block inactive, RGS4 block inactive, hERG protect -6, GSK3 alpha inh -2, DYRK1A inh 0 and GSK3beta inhib 1.
For NC(=O)C1CCN(C(=O)c2ccc3c(=O)n(Cc4ccco4)c(SCC(=O)c4ccccc4)nc3c2)CC1 the results were KCNK3 inh inactive, RGS4 pot inactive, PolyA inhibitor inactive, KCNK9 block inactive, KCNQ1 pot inactive, KCNQ1 block inactive, RGS4 block inactive, hERG protect -22, GSK3 alpha inh 8, DYRK1A inh -5 and GSK3beta inhib 5.
Screening COc1ccc(CN2CC(C(=O)NCCCN3CCCCCC3)CC2=O)cc1 (stereo not drawn) returned KCNK3 inh inactive, RGS4 pot inactive, PolyA inhibitor inactive, KCNK9 block inactive, KCNQ1 pot inactive, KCNQ1 block inactive, RGS4 block inactive, hERG protect -6, GSK3 alpha inh 1, DYRK1A inh -3 and GSK3beta inhib 1.
COc1cccc(/C=C/C(=O)OCC(=O)N2CCN(S(=O)(=O)c3ccc(Cl)cc3)CC2)c1 was read as KCNK3 inh inactive, RGS4 pot inactive, PolyA inhibitor inactive, KCNK9 block inactive, KCNQ1 pot inactive, KCNQ1 block inactive, RGS4 block inactive, hERG protect -8, GSK3 alpha inh -4, DYRK1A inh -5 and GSK3beta inhib -5.
For CCn1c(N)c(C(N)=O)sc1=S the results were KCNK3 inh inactive, RGS4 pot inactive, PolyA inhibitor inactive, KCNK9 block inactive, KCNQ1 pot inactive, KCNQ1 block inactive, RGS4 block inactive, hERG protect -4, GSK3 alpha inh 5, DYRK1A inh 9 and GSK3beta inhib 0.
Screening S=C(NCc1ccc(Cl)cc1)Nc1ccccc1 returned KCNK3 inh inactive, RGS4 pot inactive, PolyA inhibitor inactive, KCNK9 block inactive, KCNQ1 pot inactive, KCNQ1 block inactive, RGS4 block inactive, hERG protect -7, DYRK1A inh -5 and GSK3beta inhib -2.
For CCC(=O)Nc1cc2c3c(c1)CCN3C(=O)CC2 the results were KCNK3 inh inactive, RGS4 pot inactive, PolyA inhibitor inactive, KCNK9 block inactive, KCNQ1 pot inactive, KCNQ1 block inactive, RGS4 block inactive, hERG protect -5, GSK3 alpha inh -1, DYRK1A inh -2 and GSK3beta inhib 1.
For CCCSc1nc(O)c(C(c2ccc(OC)c(O)c2)c2c(O)nc(SCCC)n(C)c2=O)c(=O)n1C the results were KCNK3 inh inactive, RGS4 pot inactive, PolyA inhibitor inactive, KCNK9 block inactive, KCNQ1 pot inactive, KCNQ1 block inactive, RGS4 block inactive, hERG protect -5, GSK3 alpha inh -4, DYRK1A inh -1 and GSK3beta inhib 4.
`c1ccc(C(c2ccccc2)N2CCN(Cc3nc(-c4cnccn4)no3)CC2)cc1` gave KCNK3 inh inactive, RGS4 pot inactive, PolyA inhibitor inactive, KCNK9 block inactive, KCNQ1 pot inactive, KCNQ1 block inactive, RGS4 block inactive, hERG protect -8, GSK3 alpha inh -1, DYRK1A inh 22 and GSK3beta inhib -1.
For CCOC(=O)N1CCN(C(=O)Cc2c(C(=O)O)n(C)c3ccccc23)CC1 the results were KCNK3 inh inactive, RGS4 pot inactive, PolyA inhibitor inactive, KCNK9 block inactive, KCNQ1 pot inactive, KCNQ1 block inactive, RGS4 block inactive, hERG protect -9, GSK3 alpha inh 3, DYRK1A inh 2 and GSK3beta inhib 0.
For CCOC(=O)Cn1c(=O)cnc2ccccc21 the results were KCNK3 inh inactive, RGS4 pot inactive, PolyA inhibitor inactive, KCNK9 block inactive, KCNQ1 pot inactive, KCNQ1 block inactive, RGS4 block inactive, hERG protect -12, GSK3 alpha inh 2, DYRK1A inh 22 and GSK3beta inhib 0.
Screening CCCCCc1cccnc1 returned KCNK3 inh inactive, RGS4 pot inactive, PolyA inhibitor inactive, KCNK9 block inactive, KCNQ1 pot inactive, KCNQ1 block inactive, RGS4 block inactive, hERG protect -13, GSK3 alpha inh 2, DYRK1A inh -1 and GSK3beta inhib 1.
Cc1c(NC(=S)N/N=C/c2ccc([N+](=O)[O-])cc2O)c(=O)n(-c2ccccc2)n1C was read as KCNK3 inh inactive, RGS4 pot inactive, PolyA inhibitor inactive, KCNK9 block inactive, KCNQ1 pot inactive, KCNQ1 block inactive, RGS4 block inactive, hERG protect -7, GSK3 alpha inh -1, DYRK1A inh 2 and GSK3beta inhib 3.
Cn1c(SCC(=O)CC(=O)Nc2ccccc2)nnc1-c1ccc(O)cc1 was read as KCNK3 inh inactive, RGS4 pot inactive, PolyA inhibitor inactive, KCNK9 block inactive, KCNQ1 pot inactive, KCNQ1 block inactive, RGS4 block inactive, hERG protect -2, GSK3 alpha inh 4, DYRK1A inh 8 and GSK3beta inhib -1.
COc1cccc(C(=O)NNC(=O)C(=O)Nc2ccc(OC)cc2OC)c1 was read as KCNK3 inh inactive, RGS4 pot inactive, PolyA inhibitor inactive, KCNK9 block inactive, KCNQ1 pot 19*, KCNQ1 block inactive, RGS4 block inactive, hERG protect 12*, GSK3 alpha inh -1, DYRK1A inh 3 and GSK3beta inhib 0.
`O=C(Nc1ccc(Cl)cc1)N1CCCN(Cc2ccccc2F)C1` gave KCNK3 inh inactive, RGS4 pot inactive, PolyA inhibitor inactive, KCNK9 block inactive, KCNQ1 pot inactive, KCNQ1 block inactive, RGS4 block inactive, hERG protect -16, GSK3 alpha inh 3, DYRK1A inh 4 and GSK3beta inhib 0.
O=C(NCCS(=O)(=O)NC1CCCC1)c1ccccc1 was read as KCNK3 inh inactive, RGS4 pot inactive, PolyA inhibitor inactive, KCNK9 block inactive, KCNQ1 pot inactive, KCNQ1 block inactive, RGS4 block inactive, hERG protect -6, GSK3 alpha inh -3, DYRK1A inh 5 and GSK3beta inhib -3.
CC(O)(C#CCN1CCCC1)c1ccccc1 (stereo not drawn) was read as KCNK3 inh inactive, RGS4 pot inactive, PolyA inhibitor inactive, KCNK9 block inactive, KCNQ1 pot inactive, KCNQ1 block inactive, RGS4 block inactive, hERG protect -4, GSK3 alpha inh -1, DYRK1A inh -2 and GSK3beta inhib -1.
For OC(COc1ccc(OCC(O)CN2CCCCC2)cc1)CN1CCCCC1 (stereo not drawn) the results were KCNK3 inh inactive, RGS4 pot inactive, KCNK9 block inactive, KCNQ1 pot inactive, KCNQ1 block inactive, RGS4 block inactive, hERG protect 0, GSK3 alpha inh -2 and GSK3beta inhib 0.
Screening CC(C)(C)C(=O)NC(=O)Nc1ccccc1C(F)(F)F returned KCNK3 inh inactive, RGS4 pot inactive, PolyA inhibitor inactive, KCNK9 block inactive, KCNQ1 pot inactive, KCNQ1 block inactive, RGS4 block inactive, hERG protect -2, GSK3 alpha inh 2, DYRK1A inh 1 and GSK3beta inhib 3.
`O=C(NCCN1C(=O)S/C(=C\c2ccc(Cl)cc2Cl)C1=O)C1=COCCO1` gave KCNK3 inh inactive, RGS4 pot inactive, PolyA inhibitor inactive, KCNK9 block inactive, KCNQ1 pot inactive, KCNQ1 block inactive, RGS4 block inactive, hERG protect -15, GSK3 alpha inh 0, DYRK1A inh 11 and GSK3beta inhib 1.
For C=CCNC(=O)c1c(C(F)(F)F)nn(C)c1Cl the results were KCNK3 inh inactive, RGS4 pot inactive, PolyA inhibitor inactive, KCNK9 block inactive, KCNQ1 pot inactive, KCNQ1 block inactive, RGS4 block inactive, hERG protect -7, GSK3 alpha inh -1, DYRK1A inh 5 and GSK3beta inhib 2.
`CCN(CC)S(=O)(=O)c1ccc(C(=O)NCCCN=C2NS(=O)(=O)c3ccccc32)cc1` gave KCNK3 inh inactive, RGS4 pot inactive, PolyA inhibitor inactive, KCNK9 block inactive, KCNQ1 pot inactive, KCNQ1 block inactive, RGS4 block inactive, hERG protect -12, GSK3 alpha inh 2, DYRK1A inh 8 and GSK3beta inhib -2.
CC1CCN(S(=O)(=O)c2ccc3c(c2)NC(=O)CS3)CC1 was read as KCNK3 inh inactive, RGS4 pot inactive, PolyA inhibitor inactive, KCNK9 block inactive, KCNQ1 pot inactive, KCNQ1 block inactive, RGS4 block inactive, hERG protect -11, GSK3 alpha inh 1 and GSK3beta inhib -2.
`COc1ccc(NC(=O)O/N=C2/CCCc3ccc(OC)cc32)cc1` gave KCNK3 inh inactive, RGS4 pot inactive, PolyA inhibitor inactive, KCNK9 block -12*, KCNQ1 pot inactive, KCNQ1 block inactive, RGS4 block inactive, hERG protect -11, GSK3 alpha inh -2, DYRK1A inh 5 and GSK3beta inhib 3.
Screening COC(=O)NC1CSCC1OC(=O)c1ccc(Br)cc1 (stereo not drawn) returned KCNK3 inh inactive, RGS4 pot inactive, PolyA inhibitor inactive, KCNK9 block inactive, KCNQ1 pot inactive, KCNQ1 block inactive, RGS4 block inactive, hERG protect -10, GSK3 alpha inh 1 and GSK3beta inhib 3.
For Cc1cc2cc(CNC(=S)Nc3ccc(OC(F)F)cc3)ccc2[nH]1 the results were KCNK3 inh inactive, RGS4 pot inactive, PolyA inhibitor inactive, KCNK9 block inactive, KCNQ1 pot inactive, KCNQ1 block inactive, RGS4 block inactive, hERG protect -1, GSK3 alpha inh -1, DYRK1A inh -1 and GSK3beta inhib 3.
For COc1ccc(NC(=O)c2cc(-c3ccco3)on2)cc1OC the results were KCNK3 inh inactive, RGS4 pot inactive, PolyA inhibitor inactive, KCNK9 block inactive, KCNQ1 pot inactive, KCNQ1 block inactive, RGS4 block inactive, hERG protect -2, GSK3 alpha inh 0, DYRK1A inh -2 and GSK3beta inhib 1.
COc1ccc2c(c1)-c1c(ssc1=S)C(C)(C)N2C(=O)CSC1=NCCS1 was read as KCNK3 inh inactive, RGS4 pot inactive, PolyA inhibitor inactive, KCNK9 block -12*, KCNQ1 pot inactive, KCNQ1 block inactive, RGS4 block inactive, hERG protect -11, GSK3 alpha inh -1, DYRK1A inh -2 and GSK3beta inhib 0.
Screening COc1ccc(C)cc1S(=O)(=O)n1cnc2ccccc21 returned KCNK3 inh inactive, RGS4 pot inactive, PolyA inhibitor inactive, KCNK9 block inactive, KCNQ1 pot inactive, KCNQ1 block inactive, RGS4 block inactive, hERG protect -3, GSK3 alpha inh -4 and DYRK1A inh -2.

Some of the compounds tested; rates above refer to the full screens.
